Source: PubChem
GLA spleen mod – qHTS Assay for Inhibitors and Activators of Human alpha-Galactosidase From Spleen Homogenate; human spleen homogenate, 4MU-alpha-Gal fluorescence, 40 min; Potency, µM (titrated, usually from 80 µM), for inactives: top-dose activity change, negative = inhibition, most hits filed as inhibitors; hit rate 0.008% among 240,000; AID 2107, 2009;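 note: 0% = enzyme with vehicle and -100% = no enzyme basal signal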
Target sequence (P06280 32-429 limits assumed): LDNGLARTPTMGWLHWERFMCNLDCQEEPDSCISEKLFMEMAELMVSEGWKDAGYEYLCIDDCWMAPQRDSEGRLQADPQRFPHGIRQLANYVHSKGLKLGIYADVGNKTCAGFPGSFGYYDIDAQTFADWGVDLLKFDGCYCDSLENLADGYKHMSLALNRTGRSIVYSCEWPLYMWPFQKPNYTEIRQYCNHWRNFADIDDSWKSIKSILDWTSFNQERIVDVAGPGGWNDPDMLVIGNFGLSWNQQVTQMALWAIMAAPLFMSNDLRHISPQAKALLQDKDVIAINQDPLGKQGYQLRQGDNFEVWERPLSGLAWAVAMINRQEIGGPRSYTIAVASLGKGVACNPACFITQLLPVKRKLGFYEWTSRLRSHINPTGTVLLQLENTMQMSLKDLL
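Human spleen homogenate (1 ug) as enzyme source, 4-methylumbelliferyl-alpha-D-galactopyranoside 1 mM final, citrate/phosphate pH 5.0 with 0.01% Tween-20. Compounds 40 min at 37C, NaOH/glycine stop; fluorescence Ex 365/Em 440, Hill-fit AC50.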
L3MBTL1 inh – qHTS Assay for the Inhibitors of L3MBTL1 | Lethal(3)malignant brain tumor-like protein 1 (Homo sapiens), Q9Y468 | AlphaScreen L3MBTL1–H3K9me1 peptide binding | Potency, µM (doses to about 57.1 µM), inactives show at the top dose activity, negative = inhibition, usual class: inhibitors | hit rate 0.66% among 230,000; note: nearly all actives have a fitted effect of over 60% in size
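AlphaScreen proximity signal between nickel-chelate acceptor and streptavidin donor beads (final 10 ug/mL) reports binding of 50 nM L3MBTL1 to 75 nM biotin-H3 K9me1 peptide; complex incubated with compounds 30 min at room temperature; cefsulodin titration as control.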
TRb SRC2 PPI – qHTS for Inhibitors of the Interaction of Thyroid Hormone Receptor and Steroid Receptor Coregulator 2 | TRbeta-SRC2 peptide binding, fluorescence polarization; receptor liganded with 1 µM T3 | hit rate 0.065% among 280,000 | Thyroid hormone receptor beta (Homo sapiens), P10828 | Potency, µM (top dose mostly 106 µM), inactives show at the highest dose activity change, negative = inhibition, most hits filed as inhibitors;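 note: plate controls were bound peptide for no effect and peptide without receptor for full effect; nearly all actives have a fitted effect of over 50% in size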
Target sequence (P10828 whole entry, looked up): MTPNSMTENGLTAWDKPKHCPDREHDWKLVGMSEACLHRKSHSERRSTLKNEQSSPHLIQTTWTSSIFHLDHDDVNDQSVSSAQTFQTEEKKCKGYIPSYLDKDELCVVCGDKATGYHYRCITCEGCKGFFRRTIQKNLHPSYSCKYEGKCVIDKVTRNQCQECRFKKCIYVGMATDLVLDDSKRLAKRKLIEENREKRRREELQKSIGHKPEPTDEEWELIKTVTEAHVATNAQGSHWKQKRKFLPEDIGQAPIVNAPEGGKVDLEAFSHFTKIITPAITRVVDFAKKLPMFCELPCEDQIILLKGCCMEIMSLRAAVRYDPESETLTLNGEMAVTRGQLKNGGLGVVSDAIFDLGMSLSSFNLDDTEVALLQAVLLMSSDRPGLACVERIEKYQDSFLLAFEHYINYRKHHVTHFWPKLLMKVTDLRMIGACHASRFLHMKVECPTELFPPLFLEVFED
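TRb LBD 0.6 uM + Texas Red SRC2 peptide 20 nM, 1 uM T3, Tris buffer w/ 5% DMSO; compound pinned, 5 h RT; FP read ex 555/em 632; normalized to unbound and bound controls.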
ALDH1A1 block – qHTS Assay for Inhibitors of Aldehyde Dehydrogenase 1 (ALDH1A1). Aldehyde dehydrogenase 1A1 (Homo sapiens), P00352. Purified ALDH1A1, NADH fluorescence, propionaldehyde substrate. Potency, µM (doses to about 75.3 µM), for the others: top-dose activity, negative = inhibition, hits mostly inhibitors. hit rate 7.3% among 220,000. AID 1030, 2008; active = well fitted inhibition curve with a large enough effect, not every such curve was filed as active; inconclusive = small, poorly fitted or top-dose-only effect, or another doubt; inactive = no such curve, though single readings can be large or run the other way;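 note: plate controls were no enzyme wells and a reference inhibitor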
Tau fibril ThT – qHTS for Inhibitors of Tau Fibril Formation, Thioflavin T Binding | Microtubule-associated protein tau (Homo sapiens), P10636 | hit rate 2.1% among 270,000 | Potency, µM (doses to about 57.4 µM), for inactives: at the top dose activity, negative = inhibition, usual class: inhibitors | recombinant tau K18 P301L, heparin-induced fibrillization, ThT fluorescence; note: nearly all actives have a fitted effect of over 55% in size
Target sequence (P10636 561-689 P618L limits assumed): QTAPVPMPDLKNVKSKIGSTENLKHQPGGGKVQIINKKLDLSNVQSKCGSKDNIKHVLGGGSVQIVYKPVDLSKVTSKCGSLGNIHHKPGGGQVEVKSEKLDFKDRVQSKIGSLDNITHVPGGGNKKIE
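Heparin-induced fibrillization of the P301L-mutant K18 repeat-domain fragment of human tau was followed by ThT binding in quantitative high-throughput format.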
Tau fluor counter – Counterscreen qHTS for Inhibitors of Tau Fibril Formation, Fluorescence Polarization; tau K18 P301L Alexa594 fluorescence, heparin fibrillization; hit rate 0.93% among 280,000; Potency, µM (titrated, usually from 57.7 µM), for the others: at the highest dose activity change, negative = decrease; note: nearly all actives have a fitted effect of over 55% in size
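Human tau K18 P301L (15 uM unlabeled, 0.24 uM Alexa 594-labeled) in 100 mM sodium acetate pH 7 with 20 uM heparin, 6 hr at 37 C. ThT 30 uM added, 1 hr ambient; Alexa 594 FP and total fluorescence read at 555/632 nm.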
Tau FP inhib – qHTS for Inhibitors of Tau Fibril Formation, Fluorescence Polarization. AID 1468, 2008. Potency, µM (doses to about 57.7 µM), without a hit: at the top dose activity, negative = inhibition, most hits filed as inhibitors. K18 P301L tau heparin fibrillization, Alexa594 FP, 6 h. hit rate 0.39% among 280,000. Microtubule-associated protein tau (Homo sapiens), P10636; note: nearly all actives have a fitted effect of over 55% in size
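Heparin (20 uM) drove fibril formation of recombinant tau K18 P301L, 15 uM unlabeled with 0.24 uM Alexa 594 label, for 6 hr at 37 C in 100 mM sodium acetate pH 7. Fluorescence polarization (555/632 nm) read 1 hr after 30 uM ThT.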
TexasRed fluor – Total Fluorescence Counterscreen for Inhibitors of the Interaction of Thyroid Hormone Receptor and Steroid Receptor Coregulator 2; Potency, µM (doses to about 106 µM), inactives show at the highest dose fluorescence change, negative = quenching; TRb/SRC2 Texas Red total fluorescence interference; AID 1479, 2009; hit rate 0.29% among 280,000; active = well fitted curve in either direction with a large enough effect; inconclusive = small, poorly fitted or top-dose-only effect
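Human TRβ ligand-binding domain (0.6 uM) and Texas Red SRC2 peptide (20 nM) in Tris buffer with 1 uM T3 and 5% DMSO were incubated with pinned compound for 5 hr at ambient temperature. Total fluorescence was computed as S + 2P (555/632 nm).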
The depositor's hits bear a star; [ ] = dose if it differs, or a comment. Unless noted, calls come from the whole dose curve; as a rule, active = well fitted curve in the direction sought with a large enough effect; inconclusive = small, poorly fitted or top-dose-only effect, or another doubt; inactive = no such curve, though single readings can be large; an effect the other way counts as inactive or inconclusive. Unless noted, % is set by controls: 0 for no effect and ±100 for the full control effect; potency is the fitted concentration of half-maximal effect.

CCOc1ccc(NC(=O)CSc2nnc(Cn3c(=O)sc4ccccc43)n2C)cc1 was read as GLA spleen mod 16%, L3MBTL1 inh -5%, TRb SRC2 PPI 10%, ALDH1A1 block inconclusive, Tau fibril ThT 4%, Tau fluor counter 5%, Tau FP inhib 5% and TexasRed fluor -4%.
For COC1=C(N)C(=O)c2nc(-c3nc(C(=O)O)c(C)c(-c4ccc(OC)c(OC)c4O)c3N)ccc2C1=O the results were GLA spleen mod 11%, L3MBTL1 inh 20µM*, TRb SRC2 PPI -13%, ALDH1A1 block -9%, Tau fibril ThT 16µM*, Tau fluor counter inconclusive, Tau FP inhib inconclusive and TexasRed fluor -5%.
Screening NC(=O)C1CCN(C(=O)c2ccc3c(c2)N(Cc2cccc(Cl)c2)C(=O)c2ccccc2S3(=O)=O)CC1 returned TRb SRC2 PPI -4%, Tau fibril ThT 3%, Tau fluor counter 1%, Tau FP inhib 8% and TexasRed fluor -2%.
Screening CNC(=S)SCCOc1ccccc1 returned GLA spleen mod 7%, L3MBTL1 inh 41%[activator], TRb SRC2 PPI 0%, Tau fibril ThT -15%, Tau fluor counter -17%, Tau FP inhib -9% and TexasRed fluor -1%.
Screening COc1ccc(OCc2ccc(-c3nc(C#N)c(N4CCC(C(N)=O)CC4)o3)o2)cc1 returned TRb SRC2 PPI -5%, Tau fibril ThT inconclusive, Tau fluor counter -27%, Tau FP inhib 4% and TexasRed fluor 0%.
CC(=O)c1ccc(OCC(O)CN2CCOCC2)cc1 (stereo unspecified) was read as GLA spleen mod 2%, L3MBTL1 inh 6%, TRb SRC2 PPI -1%, ALDH1A1 block 15%, Tau fibril ThT -5%, Tau fluor counter 0%, Tau FP inhib -2% and TexasRed fluor -2%.
For COc1cccc(-c2cc(C(F)(F)F)nc(N3CCOCC3)n2)c1 the results were GLA spleen mod 14%, L3MBTL1 inh 47%[activator], TRb SRC2 PPI -1%, ALDH1A1 block 3%, Tau fibril ThT -17%, Tau fluor counter -23%, Tau FP inhib -11% and TexasRed fluor 2%.
Screening O=S1(=O)CC(O)C(N2CCCCC2)C1 (stereo unspecified) returned GLA spleen mod -3%, L3MBTL1 inh -2%, TRb SRC2 PPI -5%, ALDH1A1 block 3%, Tau fibril ThT -3%, Tau fluor counter 6%, Tau FP inhib 2% and TexasRed fluor 0%.
CN1C(=O)CC(C(=O)O)SC1=Nc1cccc(C(F)(F)F)c1 (stereo unspecified) was read as GLA spleen mod 12%, L3MBTL1 inh -1%, TRb SRC2 PPI 0%, ALDH1A1 block 3%, Tau fibril ThT -10%, Tau fluor counter -3%, Tau FP inhib -5% and TexasRed fluor -4%.
CCC(=O)Nc1nc(-c2ccc3c(c2)CC(C)N3S(C)(=O)=O)cs1 (stereo unspecified) was read as GLA spleen mod -10%, L3MBTL1 inh -5%, TRb SRC2 PPI 2%, ALDH1A1 block 8%, Tau fibril ThT -8%, Tau fluor counter -1%, Tau FP inhib 2% and TexasRed fluor -5%.
Cc1ccc(NC(=O)C2CC(=O)N/C(=N/NC(=O)c3ccc(C)cc3)S2)cc1 (stereo unspecified) was read as GLA spleen mod 2%, L3MBTL1 inh 26%, TRb SRC2 PPI 0%, ALDH1A1 block inconclusive, Tau fibril ThT inconclusive, Tau fluor counter -15%, Tau FP inhib 2% and TexasRed fluor 1%.
Screening O=C(CCc1nc2ccccc2c(=O)[nH]1)Nc1ccc(F)cc1 returned GLA spleen mod 11%, L3MBTL1 inh -1%, TRb SRC2 PPI -9%, ALDH1A1 block 10%, Tau fibril ThT 3%, Tau fluor counter 10%, Tau FP inhib 7% and TexasRed fluor -2%.
For CC(C)(C)/C(O)=C/c1nc2ccccc2oc1=O the results were GLA spleen mod 7%, L3MBTL1 inh 15%, TRb SRC2 PPI -2%, ALDH1A1 block inconclusive, Tau fibril ThT -2%, Tau fluor counter -4%, Tau FP inhib -6%[2.34 µM] and TexasRed fluor -9%.
For CC(C)C(=O)NNC(=O)CN1CCN(c2nc(-c3ccccc3)cs2)CC1 the results were GLA spleen mod -1%, L3MBTL1 inh 21%, TRb SRC2 PPI 0%, ALDH1A1 block -5%, Tau fibril ThT 2%, Tau fluor counter -10%, Tau FP inhib -11% and TexasRed fluor 0%.
For Cc1ccc(C)c(-c2cc(C(=O)NNC(=S)NCC(C)C)c3ccccc3n2)c1 the results were GLA spleen mod -3%, L3MBTL1 inh -10%, TRb SRC2 PPI 0%, ALDH1A1 block inconclusive, Tau fibril ThT -10%, Tau fluor counter inconclusive, Tau FP inhib 12% and TexasRed fluor 0%.

Next part, overlapping the part above by 3 compounds.
For CC(C)(C)/C(O)=C/c1nc2ccccc2oc1=O the results were GLA spleen mod 7%, L3MBTL1 inh 15%, TRb SRC2 PPI -2%, ALDH1A1 block inconclusive, Tau fibril ThT -2%, Tau fluor counter -4%, Tau FP inhib -6%[2.34 µM] and TexasRed fluor -9%.
For CC(C)C(=O)NNC(=O)CN1CCN(c2nc(-c3ccccc3)cs2)CC1 the results were GLA spleen mod -1%, L3MBTL1 inh 21%, TRb SRC2 PPI 0%, ALDH1A1 block -5%, Tau fibril ThT 2%, Tau fluor counter -10%, Tau FP inhib -11% and TexasRed fluor 0%.
For Cc1ccc(C)c(-c2cc(C(=O)NNC(=S)NCC(C)C)c3ccccc3n2)c1 the results were GLA spleen mod -3%, L3MBTL1 inh -10%, TRb SRC2 PPI 0%, ALDH1A1 block inconclusive, Tau fibril ThT -10%, Tau fluor counter inconclusive, Tau FP inhib 12% and TexasRed fluor 0%.
Screening COCCNC(=O)CSc1nnc2[nH]c(=O)cc(C)n12 returned TRb SRC2 PPI -1%, Tau fibril ThT -5%, Tau fluor counter 3%, Tau FP inhib 3% and TexasRed fluor 0%.
For Oc1ccc(Cl)cc1C1=NCCNC(C(F)(F)C(F)F)=C1 the results were GLA spleen mod -9%, TRb SRC2 PPI 2%, ALDH1A1 block 7%, Tau fibril ThT inconclusive, Tau fluor counter -14%, Tau FP inhib 7% and TexasRed fluor 1%.
COc1ccc(Br)cc1CNCCSc1nnnn1C was read as GLA spleen mod -6%, L3MBTL1 inh 5%, TRb SRC2 PPI 6%, ALDH1A1 block -3%, Tau fibril ThT -1%, Tau fluor counter 7%, Tau FP inhib 9% and TexasRed fluor 1%.
Screening O=C(Nc1ccc(N2CCOCC2)cc1)C1CCCN(S(=O)(=O)c2cccc(C(F)(F)F)c2)C1 (stereo unspecified) returned GLA spleen mod -7%, L3MBTL1 inh -3%, TRb SRC2 PPI -1%, ALDH1A1 block -3%, Tau fibril ThT -1%, Tau fluor counter 3%, Tau FP inhib 5% and TexasRed fluor -8%.
For CC(=O)c1ccc(NC(=O)c2cc3c(=O)oc4ccc(C)cc4c3s2)cc1 the results were TRb SRC2 PPI -1%, Tau fibril ThT -12%, Tau fluor counter -18%, Tau FP inhib -4% and TexasRed fluor inconclusive.
COC(=O)c1cc(NC2c3ccccc3C(=O)N2Cc2ccco2)cc(C(=O)OC)c1 (stereo unspecified) was read as GLA spleen mod 5%, TRb SRC2 PPI -2%, ALDH1A1 block -3%, Tau fibril ThT -7%, Tau fluor counter -7%, Tau FP inhib 1% and TexasRed fluor -7%.
For COc1ccc(/C=C/C(=O)c2ccc3c(c2)OCCO3)cc1[N+](=O)[O-] the results were GLA spleen mod 2%, L3MBTL1 inh -1%, TRb SRC2 PPI -5%, ALDH1A1 block inconclusive, Tau fibril ThT inconclusive, Tau fluor counter -14%, Tau FP inhib 3% and TexasRed fluor -8%.
For CC(C)OCP(=O)(c1ccccc1)c1ccccc1 the results were GLA spleen mod -5%, L3MBTL1 inh 5%, TRb SRC2 PPI 0%, ALDH1A1 block 6%, Tau fibril ThT -1%, Tau fluor counter 4%, Tau FP inhib -2% and TexasRed fluor 1%.
For O=C(CC1NCCc2ccccc21)Nc1ccccc1Cl (stereo unspecified) the results were GLA spleen mod -2%, L3MBTL1 inh 1%, TRb SRC2 PPI -5%, ALDH1A1 block 1%, Tau fibril ThT inconclusive, Tau fluor counter 6%, Tau FP inhib 7% and TexasRed fluor 0%.
Cc1nn(Cc2cccc3ccccc23)c(C)c1NC(=O)c1cccnc1 was read as GLA spleen mod -1%, L3MBTL1 inh -10%, TRb SRC2 PPI 9%, ALDH1A1 block inconclusive, Tau fibril ThT 4%, Tau fluor counter 5%, Tau FP inhib 9% and TexasRed fluor 0%.
CCn1c(Cc2cccs2)nnc1SCC(=O)Nc1ccc(OC)c(OC)c1 was read as GLA spleen mod 7%, L3MBTL1 inh -2%, TRb SRC2 PPI 7%, ALDH1A1 block -1%, Tau fibril ThT 4%, Tau fluor counter -3%, Tau FP inhib 3% and TexasRed fluor 2%.
Cc1cccc2sc(N(Cc3cccnc3)C(=O)c3ccco3)nc12 was read as TRb SRC2 PPI -5%, Tau fibril ThT inconclusive, Tau fluor counter -20%, Tau FP inhib -15% and TexasRed fluor 0%.
For COc1ccc(/C=C/C(=O)OCC(=O)Nc2cc(C(N)=O)cc(C(N)=O)c2)cc1 the results were GLA spleen mod 4%, L3MBTL1 inh 4%, TRb SRC2 PPI -2%, ALDH1A1 block inconclusive, Tau fibril ThT -1%, Tau fluor counter -5%, Tau FP inhib -16% and TexasRed fluor 0%.
For CC(C)C(O)P(=O)(OCc1ccccc1)c1ccc(N(C)C)cc1 (stereo unspecified) the results were GLA spleen mod 5%, L3MBTL1 inh 1%, TRb SRC2 PPI 2%, ALDH1A1 block inconclusive, Tau fibril ThT -11%, Tau fluor counter -4%, Tau FP inhib 6% and TexasRed fluor -4%.
